Bioassay records as filed in PubChem BioAssay.
VIM-2 inh: inhibitors of Pseudomonas aeruginosa VIM-2 metallo-beta-lactamase; purified VIM-2, nitrocefin hydrolysis, epi-absorbance fluorescence; inhibition, % at 5.6 µM; actives 0.89% (n = 290,000); AID 1527;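 active means inhibition above the mean of all tested compounds plus 3 SD, cutoff set per screening run, cut at about 7.5% in these data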;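 further: red hydrolysis product quenches plate fluorescence so inhibitors raise well fluorescence; 0% = enzyme with DMSO and 100% = DMSO without enzyme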
IDE act: IDE (human) activation, cell-based; activation, % at 5.96 µM; P14735; HEK cells, FAbeta-B cleavage, fluorescence polarization; 0% vehicle, 100% cell-free pure enzyme wells; AID 493087; actives 0.073% (n = 340,000);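 active means activation above the mean of all tested compounds plus 3 SD, set per screening campaign, cut at about 17% in these data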
pCIP destab: lowers stability of the mouse p/CIP coactivator protein | decrease of EGFP signal, % at 10 µM | F442A p/CIP-EGFP cells, EGFP fluorescence, 16 h | Q05BA5 | AID 1984 | actives 0.01% (n = 290,000);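 active means EGFP signal decrease of at least 30% at 10 µM or well 3 SD below plate mean, unless failing retest; inactive means the rest, including hits failing retest or dose response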; further: some compounds called inactive have numbers as strong as hits; many of its hits are not listed in these tables
Target sequence (Q05BA5 1-1403): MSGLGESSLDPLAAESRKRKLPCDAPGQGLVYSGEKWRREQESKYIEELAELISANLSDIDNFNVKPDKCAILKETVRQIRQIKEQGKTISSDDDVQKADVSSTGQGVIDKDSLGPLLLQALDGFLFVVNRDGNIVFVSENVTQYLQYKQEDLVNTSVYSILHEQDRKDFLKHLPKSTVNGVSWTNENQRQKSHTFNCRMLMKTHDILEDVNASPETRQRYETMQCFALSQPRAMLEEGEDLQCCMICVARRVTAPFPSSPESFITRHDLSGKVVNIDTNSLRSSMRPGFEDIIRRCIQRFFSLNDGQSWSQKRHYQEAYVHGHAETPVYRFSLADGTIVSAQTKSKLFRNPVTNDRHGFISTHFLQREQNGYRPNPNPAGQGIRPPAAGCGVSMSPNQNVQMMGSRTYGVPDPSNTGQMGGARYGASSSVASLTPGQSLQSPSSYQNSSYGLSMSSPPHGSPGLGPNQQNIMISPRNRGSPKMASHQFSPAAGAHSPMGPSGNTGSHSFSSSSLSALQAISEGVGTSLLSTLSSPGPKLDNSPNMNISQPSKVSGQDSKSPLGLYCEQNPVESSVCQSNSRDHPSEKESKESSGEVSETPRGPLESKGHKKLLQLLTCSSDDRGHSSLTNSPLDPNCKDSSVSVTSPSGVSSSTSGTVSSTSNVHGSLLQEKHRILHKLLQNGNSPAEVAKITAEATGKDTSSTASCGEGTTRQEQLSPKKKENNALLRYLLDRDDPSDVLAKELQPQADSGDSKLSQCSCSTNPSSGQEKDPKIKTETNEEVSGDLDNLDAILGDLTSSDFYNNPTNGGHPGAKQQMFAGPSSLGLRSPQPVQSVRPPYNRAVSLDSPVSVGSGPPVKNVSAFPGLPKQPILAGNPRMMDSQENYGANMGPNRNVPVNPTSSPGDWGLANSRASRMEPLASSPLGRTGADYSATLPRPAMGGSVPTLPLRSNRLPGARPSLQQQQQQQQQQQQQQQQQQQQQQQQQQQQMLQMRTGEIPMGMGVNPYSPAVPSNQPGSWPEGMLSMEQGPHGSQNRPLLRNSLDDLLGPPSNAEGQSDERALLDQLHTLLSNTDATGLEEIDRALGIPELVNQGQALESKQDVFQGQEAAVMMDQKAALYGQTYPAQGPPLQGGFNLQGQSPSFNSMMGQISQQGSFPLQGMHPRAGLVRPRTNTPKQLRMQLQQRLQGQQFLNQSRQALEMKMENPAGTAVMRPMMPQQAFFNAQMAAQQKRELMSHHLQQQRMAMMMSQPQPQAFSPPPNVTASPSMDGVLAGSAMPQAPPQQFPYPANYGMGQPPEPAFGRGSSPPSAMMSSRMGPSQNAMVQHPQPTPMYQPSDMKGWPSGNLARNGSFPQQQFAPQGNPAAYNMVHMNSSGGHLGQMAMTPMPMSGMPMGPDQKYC
IDE inh: inhibits human insulin-degrading enzyme in HEK cells; P14735; FAbetaB cleavage, fluorescence polarization; inhibition, % at 5.59 µM; actives 0.41% (n = 320,000);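 active means percent inhibition above the average of all tested compounds plus 3 SD, set per screening campaign, cut at about 16% in these data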;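 further: IDE supplied by intact live HEK cells; FP after avidin binding of uncleaved biotin substrate so inhibition keeps polarization high; 0% = DMSO wells and 100% = 60 µM reference IDE inhibitor Ii1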
FID counter: counter-screen for HCV NS3 helicase inhibitors: DNA intercalator displacement. DNA fluorescent intercalator displacement, fluorescence. inhibition, % at 7.9 µM. actives 0.17% (n = 290,000). AID 1845; in the data active means inhibition above about 37%;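 further: 0% = vehicle and 100% = reference compound; higher means more ethidium bromide displaced from hairpin DNA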
NS3 helicase inh: blocks Hepatitis C virus NS3 helicase unwinding. NS3 helicase DNA unwinding, Cy5 molecular beacon fluorescence. inhibition, % at 10.9 µM. actives 0.56% (n = 290,000);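 active means inhibition above the mean of all tested compounds plus 3 SD, set per campaign, cut at about 35% in these data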;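 further: 0% = DMSO wells and 100% = thioflavine S control wells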
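test system = hepatitis C virus NS3 helicase domain fragment enzyme | reagent = annealed dual-labelled DNA beacon duplex, ATP-started | times = 1 h at 25 °C | detection = Cy5 fluorescence, 0 and 60 min reads | read-out basis = percent inhibition from t60/t0 fluorescence ratio | control set = DMSO and thioflavine S | replication = one well per compound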
PfM18AAP inh: blocks P. falciparum M18 aspartyl aminopeptidase; recombinant PfM18AAP, H-Glu-NHMec fluorogenic cleavage; inhibition, % at 7.35 µM; actives 1.2% (n = 290,000);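 active means inhibition above the campaign mean inhibition over all tested compounds plus 3 SD, cut at about 28% in these data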;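 further: 0% = plate median of test compound wells and 100% = 2 mM ZnCl2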
IMP-1 inhibitor: blocks Pseudomonas aeruginosa IMP-1 metallo-beta-lactamase; purified IMP-1, nitrocefin hydrolysis, epi-absorbance fluorescence; inhibition, % at 5.6 µM; actives 0.45% (n = 290,000); AID 1556;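 active means inhibition above the mean plus 3 SD of all compounds in the same screening run, cut at about 4.5% in these data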;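 further: 0% = IMP-1 with DMSO and 100% = DMSO wells lacking enzyme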
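System: purified recombinant IMP-1 beta-lactamase. Medium: Zinc- and detergent-supplemented HEPES buffer, pH 7.1. Compound: one 5.6 µM dose […]. Schedule: 15 min preincubation plus 25 min reaction at 25 °C. Technique: Epi-absorbance fluorescence, 480 nm excitation, 530 nm emission.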
SUMO HTRF inh: blocks human SUMOylation mediated by UBC9; actives 0.36% (n = 290,000); AID 2006; HTRF SUMOylation assay, SAE1/SAE2 + UBC9, in vitro; inhibition, % at 35 µM; in the data active means inhibition above about 50%, passing the limit was not always enough; further: strong numbers were not always called active
* hit, by the source's call; / = no result given.

SMILES	VIM-2 inh	IDE act	pCIP destab	IDE inh	FID counter	NS3 helicase inh	PfM18AAP inh	IMP-1 inhibitor	SUMO HTRF inh
CC1CCc2c(sc3nc(CN4CCOCC4)nc(Sc4ccccc4)c23)C1 (stereo unspecified)	1.9	5.2	-0.6	6.8	-3.6	-5.4	-8.7	-2.4	0.0
CCn1c(=O)c(C(C)=O)nc2ccccc21	-0.3	0.8	-4.2	8.9	-0.7	-3.2	1.8	5.9*	43.4
O=C(Cc1ccccc1)NN1C(=O)C2C3C=CC(C4CC34)C2C1=O (stereo unspecified)	-0.1	-0.1	-3.9	-1.4	-0.6	5.4	-10.5	-1.4	0.2
O=C(O)c1ccc(/C=N/NC(=O)c2ccc(CN3c4cccc5cccc(c45)S3(=O)=O)cc2)cc1	1.2	6.0	3.7	5.1	-34.0	-4.0	-1.5	-0.5	/
CCCOC(=O)c1ccc(NC(=O)c2ccccc2[N+](=O)[O-])cc1	-0.3	6.5	4.8	15.1	10.4	-1.1	-6.7	0.6	6.8
O=C(NC12CC3CC(CC(C3)C1)C2)c1cccc(OC(F)F)c1	0.3	3.3	4.5	3.1	-20.0	-9.6	1.1	-2.1	-7.5
COc1ccc(CC(=O)OCC(=O)NCCc2ccccc2)cc1OC	-3.5	3.1	0.0	3.7	-11.2	-4.9	1.9	-1.0	10.6
O=C1C(=O)N(CCN2CCOCC2)C(c2cccnc2)/C1=C(/O)c1ccccc1 (stereo unspecified)	-1.5	/	-5.2	-0.1	2.6	11.9	-0.8	-1.7	-3.3
O=C(O)C1CCN(C(=O)CSc2nc3ccccc3c(=O)n2Cc2ccccc2)CC1	-2.0	-1.0	-1.2	2.8	-34.8	-6.2	6.8	-2.1	6.3
O=c1c2ccccc2nc(/C=C/c2cccnc2)n1CCc1ccccc1	-2.0	0.2	-16.5	6.2	-28.4	-11.4	-0.6	-3.5	49.0
CN(Cc1cccs1)c1nc(-c2cccnc2)nc2ccccc12	-2.6	-3.3	-22.8	4.5	-22.7	-9.6	-2.6	-4.6	0.8
COc1cc(/C=N/NC(N)=S)ccc1OCC(=O)Nc1ccc(C)cc1	-0.9	2.0	6.1	1.5	-0.7	-7.0	0.5	0.4	-14.3
CCOC(=O)c1cnn(-c2ccc(C(C)C)cc2)c1NC(=O)C1CCC1	-7.7	-0.1	2.1	1.7	-19.4	0.0	5.2	-2.4	-0.8
Cc1nc2ccc(NC(=S)NC(C)C)cc2nc1C	-1.8	2.5	-2.4	3.2	-1.1	3.9	-0.4	-2.4	40.1
CCCc1cc(CNC(=O)C2CCC(=O)N(CCc3cccc(F)c3)C2)on1 (stereo unspecified)	-1.9	4.3	8.6	8.6	-25.3	11.9	6.5	-4.8	-7.6
COc1ccccc1-n1cnc(N)c1C(C)=O	-2.4	7.6	-16.7	2.2	2.9	-1.1	-1.3	-1.9	14.1
CC(C)(C)OC(=O)N1CCCC1C(=O)O (stereo unspecified)	-3.0	-3.4	-25.5	3.1	1.8	-2.9	-9.1	-1.0	0.2
CC(=O)NCCCc1nc2ccccc2n1Cc1ccccc1F	-0.5	1.7	-1.0	-2.2	-5.1	-8.8	1.4	-3.9	1.5
COc1ccc(NC(=O)c2ccc(-n3cccn3)c([N+](=O)[O-])c2)cc1	-1.9	-5.2	-4.0	4.0	-0.8	-3.5	-2.0	-0.5	10.6
COc1ccc(-n2c(CN3CCC(C(N)=O)CC3)nc3ccc([N+](=O)[O-])cc3c2=O)c(OC)c1	-0.9	-1.1	-17.1	5.2	2.7	3.1	4.6	-1.4	22.9
Cc1ccc(N(C)C(=O)CCS(=O)(=O)c2ccc3c(c2)oc(=O)n3C)cc1	0.1	3.7	1.4	1.8	-15.3	10.5	18.0	-2.2	-1.3
COC(=O)Nc1snnc1C	-2.8	3.9	-19.4	-0.8	0.6	-1.9	-0.9	-2.1	17.3
CC(=O)Nc1scc(C)c1-c1nc2ccccc2s1	-1.7	4.8	-54.0	3.9	-4.9	0.7	-6.9	-1.7	24.7
CCC(=O)c1cc2c(cc1NC(=O)c1cccs1)OCCO2	-0.3	2.4	8.5	2.0	9.7	-2.6	5.6	-3.8	24.2
CSc1ccc(C#N)cc1NC(=O)c1ccc(Cl)cc1Cl	-3.0	-3.6	-3.2	0.3	-3.0	0.3	1.4	-1.9	11.6
O=C(/C=C/c1cccs1)Nc1nccs1	-1.3	2.8	-6.7	1.8	-1.5	4.5	-16.3	-1.6	17.5
O=[N+]([O-])c1ccc2[nH]c(O)c(N=NC3CCS(=O)(=O)C3)c2c1 (stereo unspecified)	-2.7	-4.1	-6.1	0.1	2.3	-1.4	2.5	-3.1	6.7
O=C(O)c1ccccc1OCc1ccccc1Cl	0.9	1.2	-7.5	-4.8	-1.0	12.6	5.4	-3.2	5.0
O=C(NC1CCCCC1)c1cccc(S(=O)(=O)N2CCOCC2)c1	1.3	4.3	-0.8	1.7	-1.0	-3.6	-7.2	-1.0	-3.2
COc1ccccc1Cc1noc(COc2cccc(C)c2C)n1	-1.9	0.0	-0.5	-7.8	-16.8	-2.8	3.4	-5.5	-12.7

Two of the compounds above, in markdown:
| SMILES | VIM-2 inh | IDE act | pCIP destab | IDE inh | FID counter | NS3 helicase inh | PfM18AAP inh | IMP-1 inhibitor | SUMO HTRF inh |
| --- | --- | --- | --- | --- | --- | --- | --- | --- | --- |
| CCC(=O)c1cc2c(cc1NC(=O)c1cccs1)OCCO2 | -0.3 | 2.4 | 8.5 | 2.0 | 9.7 | -2.6 | 5.6 | -3.8 | 24.2 |
| CCCOC(=O)c1ccc(NC(=O)c2ccccc2[N+](=O)[O-])cc1 | -0.3 | 6.5 | 4.8 | 15.1 | 10.4 | -1.1 | -6.7 | 0.6 | 6.8 |

Next part:
SMILES	VIM-2 inh	IDE act	pCIP destab	IDE inh	FID counter	NS3 helicase inh	PfM18AAP inh	IMP-1 inhibitor	SUMO HTRF inh
Cc1nc2nc(N)nn2c(C)c1C/C=C/c1ccccc1	-3.1	8.7	-7.6	5.0	-6.8	8.1	6.9	-3.6	20.0
CC(C)(C)c1cc[n+](/C(C(=S)Nc2ccccc2F)=C(/[O-])c2ccc3c(c2)OCCO3)cc1	-2.6	5.7	-8.5	-0.2	0.8	-3.5	8.6	-2.0	5.0
COc1ccc(C2=Nn3c(C)nnc3SC2)cc1	0.4	5.6	4.8	-2.9	-8.4	-1.5	-14.7	-2.7	0.8
Cc1cc(Cl)ccc1Nc1ncccc1C(N)=O	-3.8	-3.2	8.7	0.9	2.5	-3.0	1.3	-5.1	0.5
COC(=O)c1ccc(CSc2nc3c(c(=O)n2-c2ccc(Br)cc2)SCC3)o1	-2.5	3.1	-4.7	-0.7	-1.5	4.0	-6.1	2.9	2.5
O=C1CN(C(=O)c2ccc3nc(Cc4cccc(Cl)c4)oc3c2)CCN1	-0.5	1.1	-6.1	4.5	-5.4	7.6	-1.8	-2.2	6.6
O=C(c1ccc(CS(=O)c2ccc(F)cc2)o1)N1CCN(C2CCCCC2)CC1 (stereo unspecified)	-2.8	2.2	2.5	2.9	-8.5	5.3	0.9	-2.5	8.3
CCN(c1ccccc1)S(=O)(=O)c1ccc(Cl)c(C(=O)NCCc2ccc(OC)cc2)c1	-1.1	-1.5	-7.8	-1.4	-29.9	-0.8	0.5	-5.6	13.4
COc1cc(C(=O)Nc2ccc(S(=O)(=O)Nc3nccc(C)n3)cc2)cc(OC)c1OC	1.6	-1.2	-4.4	0.2	-12.7	10.8	-9.4	1.2	1.7
COc1ccc(C(C)(C)C)cc1NS(=O)(=O)c1cccc2cccnc12	-2.3	4.3	-16.0	/	-24.8	-19.7	-1.7	-3.1	-3.1
O=C(C1CCN(C2CCN(Cc3ccc4c(c3)CCO4)CC2)CC1)N1CCCC1	-2.8	11.4	5.5	-4.1	23.9	3.2	10.6	-2.9	4.3
COc1cc(C)ccc1OCCOCCOc1cccc2ccc(C)nc12	-1.6	5.2	17.5	8.2	-17.5	0.4	0.0	0.0	18.7
COc1ccc(NC(=O)C(=O)N2N=C(C(C)C)CC2(O)C(F)(F)F)cc1 (stereo unspecified)	-1.2	2.1	6.9	6.8	-3.5	0.1	-15.9	-1.0	-51.0
C#CCN(Cc1ccco1)C(=O)c1ccc(OC2CCN(Cc3ccccn3)CC2)cc1	-3.4	3.6	-15.9	1.8	-0.7	-6.4	7.1	-2.6	21.7
COCCNC(=O)c1ccc2c(c1)CCN2S(C)(=O)=O	0.8	-3.2	5.8	3.4	-4.5	0.8	-8.6	0.2	-1.5
O=S(=O)(c1cccs1)N1CCCc2ccccc21	-0.6	4.2	-1.6	8.8	-8.9	1.0	10.9	-4.0	-4.3
CCCC(=O)NC(c1ccco1)c1c(O)ccc2ccccc12 (stereo unspecified)	-0.8	0.9	5.3	-4.2	-0.6	-3.2	3.0	-1.1	13.3
COc1ccc(-n2cc(-c3ccc(Br)cc3)[nH]c2=S)cc1	-1.9	-8.7	-4.8	1.2	-1.4	-13.5	13.8	0.1	-5.1
COc1ccccc1CNC(=O)CSCc1cnn(-c2ccccc2)c1-n1cccc1	-1.3	-0.7	0.6	3.6	-34.5	-6.5	-0.4	-2.0	-4.5
Cn1nccc1C(=O)NC1CCCc2c1cnn2-c1cc(F)cc(F)c1 (stereo unspecified)	1.7	7.7	-10.0	1.9	-29.9	26.8	4.0	-0.3	-7.4
CCOCCCNC(=O)c1cn2c3c(ccc(Cl)c3c1=O)OC(C)C2 (stereo unspecified)	4.1	-5.5	5.9	/	-19.0	-12.4	0.7	-3.7	10.5
CCCCN1C(=O)CC(N2CCOCC2)C1=O (stereo unspecified)	-4.2	-3.8	-6.8	3.2	-2.5	9.0	3.8	-4.4	0.5
CC(C)(C)c1ccc(-c2nnc(SCC(=O)Nc3sc4c(c3C#N)CCCC4)o2)cc1	-0.3	4.2	-4.4	-6.1	-3.9	27.1	0.6	-1.0	8.4
O=C(C(Cc1ccccc1)n1cccc1)N1CCN(c2cccc(Cl)c2)CC1 (stereo unspecified)	1.8	5.4	-20.8	-0.7	-19.5	-0.5	4.8	-2.7	-9.9
O=C(Cn1cc(C(F)(F)F)ccc1=O)Nc1ccc(N2CCOCC2)cc1	-0.4	2.1	14.9	-0.3	-0.9	4.0	0.9	-3.9	-1.2
C=CCn1c(COc2ccc(F)cc2)nnc1SCC(=O)NC(=O)NCc1ccco1	-2.9	5.6	-10.8	-2.6	-31.7	10.2	7.2	-3.3	20.4
Cc1ccc(Nc2c(-c3ccc(N4CCOCC4)cc3)nc3cnccn23)cc1	-4.0	7.5	-2.8	0.0	-30.4	-6.4	5.1	-4.2	10.2
COc1cc(NC(=O)C/C(C)=N/NC(=O)C(=O)NCCO)c(OC)cc1Cl	-1.9	6.7	5.5	1.3	-10.8	-19.5	8.2	-2.6	-13.8
Cc1ccc(S(=O)(=O)NCc2ccco2)cc1C	-1.9	0.6	-17.5	3.6	-0.5	0.4	-8.8	-0.8	5.5
Fc1ccc(OCc2nnc(-c3ccccc3Br)o2)c(Cl)c1	-2.7	-0.1	-0.6	-3.9	-26.9	-6.8	2.2	-2.8	-4.5
